# 14-3-3 Bad inh = disrupts binding of bovine 14-3-3 zeta to phospho-Bad peptide; TR-FRET 14-3-3zeta/Dy647-pBad peptide displacement, 1 h; inhibition, % at 21.7 µM; 0.71% of 220,000 active; AID 781;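 active = inhibition above about 70%, limit read from the data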;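 note: 0% = full 14-3-3 plus peptide FRET controls and 100% = background without 14-3-3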
# p97 ATPase inh = human p97 ATPase inhibition | P55072 | recombinant p97 ATPase, Kinase-Glo ATP luminescence, 3 h | inhibition, % at 8 µM | 0.42% of 220,000 active | AID 1481; in the data active = inhibition above about 15%;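 note: 0% = DMSO vehicle and 100% = wells lacking enzyme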
# FXIIa inh = factor XIIa (human) inhibition; AID 800; purified FXIIa, Boc-QGR-AMC fluorogenic substrate, 2 h; inhibition, % at 5 µM; 0.3% of 220,000 active; in the data active = inhibition above about 40%;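 note: 0% = enzyme with no compound and 100% = blank without enzyme; many of its hits are not listed in these tables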
# eIF4E 4G PPI = blocks eIF4E binding to eIF4G | P63073+Q04637 | TR-FRET eIF4E-eIF4GI(517-606) binding, 2 h | inhibition, % at 21.7 µM | 0.37% of 220,000 active | AID 782;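 active = inhibition above about 30%, limit read from the data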;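 note: 0% = full FRET control wells and 100% = background wells lacking eIF4GI fragment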
# Wee1 stabilizer = inhibitors of human Wee1 degradation | P30291 | HeLa Luc-Wee1K328M stability, luciferase luminescence; 100% = proteasome inhibitor MG132 effect | reporter increase, % at 5 µM | 1.2% of 220,000 active;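 active = activation above the mean of all tested compounds plus 3 SD, set per screening run, cut at about 8.8% in these data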;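 note: cells exposed to compound for 20 h before luminescence read; 0% = DMSO alone and 100% = MG132 at 30 µM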
# KLK5 inh = inhibitors of human kallikrein 5 | 0.59% of 210,000 active | Q9Y337 | inhibition, % at 5 µM | recombinant hK5, fluorogenic AMC substrate cleavage;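 active = inhibition of 40% or more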;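 note: 0% = enzyme controls without compound and 100% = no-enzyme blanks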
# FXIa inh = factor XIa (human) inhibition; P03951; purified FXIa, Boc-Glu-Ala-Arg-AMC fluorogenic substrate; inhibition, % at 5 µM; 0.14% of 220,000 active; AID 798;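 active = inhibition of at least 40%; inactive = inhibition below 40%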;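 note: fluorescence of freed AMC excited at 355 nm; 0% = enzyme without compound and 100% = no enzyme blank; many of its hits are not listed in these tables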
# Target sequence (P03951 19-387 limits assumed): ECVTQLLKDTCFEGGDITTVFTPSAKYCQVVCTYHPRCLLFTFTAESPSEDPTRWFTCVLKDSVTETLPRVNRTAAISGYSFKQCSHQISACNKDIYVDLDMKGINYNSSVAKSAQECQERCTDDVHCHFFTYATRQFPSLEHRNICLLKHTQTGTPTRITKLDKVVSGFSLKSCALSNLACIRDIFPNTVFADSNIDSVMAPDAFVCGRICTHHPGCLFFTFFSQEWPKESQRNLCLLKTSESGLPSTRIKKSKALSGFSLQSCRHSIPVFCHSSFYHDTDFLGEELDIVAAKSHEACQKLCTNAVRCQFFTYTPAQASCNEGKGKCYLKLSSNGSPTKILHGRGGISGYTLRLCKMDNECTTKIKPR
# Target sequence (P03951 388-625 limits assumed): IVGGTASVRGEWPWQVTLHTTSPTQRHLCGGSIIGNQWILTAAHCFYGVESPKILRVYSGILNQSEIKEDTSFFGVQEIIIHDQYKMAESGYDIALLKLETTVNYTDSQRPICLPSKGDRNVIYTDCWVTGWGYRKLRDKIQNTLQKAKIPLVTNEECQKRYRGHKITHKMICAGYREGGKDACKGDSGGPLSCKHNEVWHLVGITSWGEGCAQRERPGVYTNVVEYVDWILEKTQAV
# MDM2 E3 inh = blocks human Mdm2 ubiquitin ligase activity | Q00987 | cell-based MDM2 ubiquitination luciferase reporter, 2 h; 0 = plate control, 100 = twice control, blank-subtracted | signal enhancement, % at 5 µM | 0.11% of 210,000 active | AID 1230;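 active = signal enhancement of 30% or more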;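 note: luminescence tracks abundance of the self-degrading MDM2-luciferase fusion protein; higher signal means inhibition of MDM2 E3 ligase activity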
#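 Material: stable MDM2–luciferase fusion reporter cells / Quantity: 2000 cells/well / Dosing: single 5 µM compound dose, 0.2% final DMSO / Buffer or medium: DMEM / Schedule: 4 h cell settling then 2 h compound exposure, 37 °C / Detection: luminescence with SteadyLite reagent, 15 min at room temperature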
# Rad51 HR inh = blocks human Rad51 in homologous recombination | hRad51 DNA strand exchange, fluorescence dequenching | inhibition, % at 10 µM | 0.085% of 200,000 active | AID 1385;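 active = inhibition above 40% at the single screening dose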;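 note: 0% = DMSO control wells and 100% = blanks with heterologous ssDNA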
# Target sequence (Q06609 whole entry, looked up): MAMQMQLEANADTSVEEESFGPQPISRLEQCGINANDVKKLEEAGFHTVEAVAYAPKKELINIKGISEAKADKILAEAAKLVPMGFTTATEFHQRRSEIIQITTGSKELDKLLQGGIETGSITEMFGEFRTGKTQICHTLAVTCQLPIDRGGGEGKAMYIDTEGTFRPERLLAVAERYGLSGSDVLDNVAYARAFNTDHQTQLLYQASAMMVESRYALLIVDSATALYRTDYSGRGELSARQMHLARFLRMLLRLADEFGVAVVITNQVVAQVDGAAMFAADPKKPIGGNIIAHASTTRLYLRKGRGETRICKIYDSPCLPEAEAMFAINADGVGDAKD
#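 Assay system: Human Rad51 nucleoprotein filaments preassembled on unlabelled ssDNA | Reagent: Donor/quencher-labelled 47-bp dsDNA substrate | Doses: One concentration, 10 µM final | Times: 37 °C 15-min filament assembly, 30-min compound preincubation, 15-min exchange | Technique: Fluorescein emission 520 nm, excitation 485 nm | Benchmarks: Plate control and blank wells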
# An asterisk follows results filed as active; · = no result given; [ ] = another dose, or the depositor's remark. These rows are one share of the data; the hit share may differ from the screen's.
SMILES,14-3-3 Bad inh,p97 ATPase inh,FXIIa inh,eIF4E 4G PPI,Wee1 stabilizer,KLK5 inh,FXIa inh,MDM2 E3 inh,Rad51 HR inh
NC(=O)c1c(NC(=O)c2ccc(S(=O)(=O)N(CCCl)CCCl)cc2)sc2c1CCCCC2,-6[fluorescence artefact?],5,1,0,2,-15,6,0,5
COC(=O)CNC(=O)c1cn(CCC#N)nc1-c1ccc(F)cc1,-10,6,5,3,0,4,-4,19,-4
CCCCn1c(O)c(C(CC)=NC(C)c2ccccc2)c(=O)[nH]c1=O (stereo not given),2,1,-13,1,0,0,-8,-16,0
O=[N+]([O-])[N-][n+]1cnn(Cc2ccccc2)c1,-3,-2,5,3,-1,-11,-6,-10,5
COc1ccc(NP(=O)(Oc2ccc(Cl)cc2)Oc2ccc(Cl)cc2)cc1OC,-22,2,18,3[fluorescence artefact?],-2,-18,6,-4,-11
N#C/C(=C(/O)c1ccc(S(=O)(=O)N(CCCl)CCCl)cc1)c1nc2ccccc2[nH]1,8,3,6,4,8,-1,-1,·,0
CCOC(=O)C(O)(c1ccc(N(C)C(=O)c2ccc(Cl)c(Cl)c2)cc1)C(F)(F)F (stereo not given),4,2,10,-3,1,-7,-2,-20,10
CN1CCN(c2nc([N+](=O)[O-])nn2C)CC1,6[fluorescence artefact?],4,17,-3[fluorescence artefact?],-3,-14,6,2,6
CN1CCN(c2c[nH]c(=O)[nH]c2=O)CC1,9,3,14,-5,-1,-28,5,5,3
C=CCn1c(O)c(/C(C)=N/N2CCCCCC2)c(=O)[nH]c1=O,0,-1,2,1,-2,-5,-4,-10,-1
Cc1cccc(-c2nc3ccccc3c(=O)n2-n2cccc2)c1,4,2,19,3,0,2,4,-8,-1
O=C(CF)NC(NC(=S)Nc1ccccc1O)C(Cl)(Cl)Cl (stereo not given),-8,2,5,-1,-1,-4,-4,-3,·
CCOC(=O)C1=Nc2ccccc2/C1=C\c1c(O)n(C)c(=O)n(C)c1=O,-3,6,9,0,0,5,3,-12,-19
COCCNC(=O)CN1C(=O)CN=C(c2ccccc2)c2ccccc21,1,-4,10,-1,8,1,1,-9,-6
CC(=O)c1c(C)[nH]c(C(=O)N2CCC3(CC2)OCCO3)c1C,-4,6,14,3,-2,3,4,-18,-7
CC/C(=N\N1CCCCC1)c1c(O)[nH]c(=O)[nH]c1=O,7,-4,9,-2,0,-3,-1,2,34
CCOc1ccc(-n2c(O)c(C=NCCCn3ccnc3)c(=O)[nH]c2=O)cc1,-8,3,0,3,7,-16,-2,-17,-7
COc1ccc(-n2c(SCCN(C)C)nc3ccccc3c2=O)cc1,8,6,3,-1,3,1,1,-13,-19
CCOC(=O)CCN=Cc1c(O)n(-c2ccc(Br)cc2)c(=O)[nH]c1=O,-8[fluorescence artefact?],1,12,-6,-1,-4,-4,-11,-3
CN1CCN(c2c(C#N)c(C(F)(F)F)nn2C)CC1,-6,-4,-1,3,0,-6,-3,-14,9
O=C1CCN(C(=O)CCCn2c(=O)oc3ccccc32)CC1,-4,2,7,-1,-1,-1,8,-6,0
Cc1nc2cc(F)ccc2n1C1CCN(Cc2nnnn2CCc2ccccc2)CC1,80*,-1,8,-7,0,36,-2,-15,-7
O=c1[nH]c(=O)n(-c2ccccc2)c(O)c1/C=C1/C(c2ccccc2)=Nc2ccccc21,-13[fluorescence artefact?],3,7,12[fluorescence artefact?],0,-11,0,10,-1
CCN1CCN(C(c2cccs2)C(C)NC(=O)Oc2ccccc2)CC1 (stereo not given),16,8,7,-1,0,2,4,-17,3
O=C1NC(=O)C(=Cc2csc3ccccc23)C(=O)N1,7,0,6,7,4,0,-9,-9,-3
COP(=O)(OC)C1(O)C(=O)Nc2ccc(Br)cc21 (stereo not given),4,3,10,0,1,-10,5,9,3
CCOC(=O)C(O)(c1ccc(N(CC)S(=O)(=O)c2ccc(C)cc2)cc1)C(F)(F)F (stereo not given),-12,0,14,6,-1,-23,-3,-13,1
CN(C)C(=O)Oc1cccc(NC(=O)N2CCOCC2)c1,-6[fluorescence artefact?],2,8,1,-1,-5,-3,-3,8
CN(CCOc1ccc(C=C2C(=O)NC(=O)NC2=O)cc1)c1ccccn1,-2,4,-1,5,4,-10,-5,-18,-4
CCN1CCN(Cc2cc(OC)c(OC)cc2[N+](=O)[O-])CC1,45,-4,-6,1,0,-1,-7,-2,-1
CCOC(=O)c1cc2c(cn1)[nH]c1ccccc12,10,3,6,-1,-1,-13,2,·,1
COc1ccc(Cl)cc1C(=O)C1CCCN(CCO)C1 (stereo not given),-7,1,8,3,-1,·,0,-5,-7
O=[N+]([O-])c1cccc(CN2CCN(Cc3ccc(Cl)cc3)CC2)c1,58,-2,6,4,0,-1,4,-11,1
O=C1NC(=O)N(Cc2ccco2)C(=O)/C1=C/c1ccc(-c2cccc([N+](=O)[O-])c2)o1,23[fluorescence artefact?],15*,13,6[fluorescence artefact?],-2,12,11,-18,-8
Cc1ccsc1C(=O)C1CCCN(Cc2cnn(C(C)C)c2)C1 (stereo not given),7,-6,8,-2,0,2,-1,-2,-3
O=c1[nH]c(=O)n(CCc2ccccc2)c(O)c1/C=N/N1CCOCC1,1,2,7,-4,-2,1,0,-13,-4
CCC(=NCC1CCCO1)c1c(O)n(Cc2ccccc2)c(=O)[nH]c1=O (stereo not given),-1,-5,-1,-4,0,-26,-4,2,-3
Cc1nc(CCl)cc(=O)[nH]1,-5,-6,5,0,3,-2,-4,-16,-19
CCN1CCN(c2nc([N+](=O)[O-])nn2C)CC1,2,6,0,4,-1,8,-13,-7,-3
CC(C)c1ccc(-n2c(O)c(/C=N/NC(=O)c3ccccc3O)c(=O)[nH]c2=S)cc1,-2,10,3,1,-4,-20,3,-10,5
COc1ccc(C2C([N+](=O)[O-])=C(N)Oc3c2c(=O)oc2ccccc32)cc1 (stereo not given),-9,5,0,-7,3,-7,-6,-4,5
O=C(C1CC(=O)N(c2ccc(F)c(Cl)c2)C1)N1CCC2(CC1)OCCO2 (stereo not given),-3,4,0,-4,-2,3,-2,-17,-6
Cc1ccc(N2C(=O)NC(=O)/C(=C\c3ccc(N4CCOCC4)cc3)C2=O)cc1,3,0,1,11,-3,-14,-1,2,-1
CCOC(=O)c1c(C)n(CC(O)CN2CCOCC2)c2cc(Br)c(OC)cc12 (stereo not given),-9,-2,1,-2,2,-12,-7,-1,19
CN1CCCC(C(O)(c2ccccc2)c2ccccc2)C1 (stereo not given),7,5,8,6,8,3,6,-23,·
CS(=O)(=O)N1CCN(C(=N)N[N+](=O)[O-])CC1,-1,7,3,-1,2,-4,0,-5,-3
CCCCCCC(=O)c1c(O)n(-c2ccc(OC)cc2)c(=O)[nH]c1=O (tested in a mixture with another compound),6,1,8,-3,2,1,1,-22,6
COC(=O)N(c1ccccc1)P1(=S)OCCO1,-2,5,19,3[fluorescence artefact?],5,-12,0,-19,-10
CC[C@@H](C(N)=O)N1CCCC1=O,4,5,·,98*,-1,·,·,·,3
CCC(=NCCc1ccccc1)c1c(O)n(C2CCCCC2)c(=O)[nH]c1=O,14,0,9,-4,-1,-5,8,-9,-1
# Additional entries follow.
SMILES,14-3-3 Bad inh,p97 ATPase inh,FXIIa inh,eIF4E 4G PPI,Wee1 stabilizer,KLK5 inh,FXIa inh,MDM2 E3 inh,Rad51 HR inh
CCCCCCn1c(O)c(C=Nc2c(C)n(C)n(-c3ccccc3)c2=O)c(=O)[nH]c1=O,-10,0,15,-2,8,-10,-13,-12,0
Cc1ccc(-c2nc3ccccc3c(=O)n2-c2cccc(C)n2)cc1,-7,6,11,-2,-1,3,0,12,3
CC1=CC(=C2C(=O)NC(=O)NC2=O)C=C(C(F)(F)F)N1C(C)C,4,3,8,-1,3,11,5,-8,-8
O=C(c1cc(F)ccc1F)C1CCCN(CCCc2ccccc2)C1 (stereo not given),-2,-4,2,2,1,·,-3,-6,·
O=C1NC(=O)N(c2ccc3c(c2)OCO3)C(=O)/C1=C/c1ccsc1,-3,4,5,0,0,-1,-1,3,-6
O=C(c1ccc(-c2ccccc2)c(F)c1)C1CCCN(CCO)C1 (stereo not given),0,-3,1,2,6,-2,-4,-11,-4
O=C(Cc1ccccc1)N1CCN(Cc2ccccn2)CC1,37[fluorescence artefact?],1,-7,2[fluorescence artefact?],4,-1,-8,-2,·
COc1ccc(-n2c(/C=C/c3ccc4c(c3)OCO4)nc3ccccc3c2=O)cc1,-1,-4,13,6[fluorescence artefact?],3,-3,18,-5,16
CCN1CCN(C(=O)COc2cc(=O)n(CC)c3ccccc23)CC1,-5[fluorescence artefact?],2,13,0,2,-1,4,-18,-5
O=c1c2ccccc2nc(SCC2CCCCO2)n1-c1ccccc1 (stereo not given),-7[fluorescence artefact?],2,7,-3,-2,-10,7,-4,9
COc1ccc(C2SCC(=O)Nc3c2c(C)nn3-c2ccccc2)cc1 (stereo not given),-2[fluorescence artefact?],0,-4,-7,-1,-21,9,-10,11
C[C@@]1(CO)[C@H](O)CC[C@@]2(C)[C@H]1CC[C@H]1C[C@@H]3C[C@@]12CC[C@]3(O)CO,5,-1,7,-2,0,-9,1,·,1
CC1CN=C(Nc2ccc(F)cc2)S1 (stereo not given),-4,-4,3,-3,-2,-4,-3,-9,8
CC(c1ccccc1F)n1cc(C(=O)Nc2ccc3nc[nH]c3c2)nn1 (stereo not given),12[fluorescence artefact?],4,0,5[fluorescence artefact?],-1,1,-8,-6,0
COc1ccc(CCNC(=O)c2c(N)n(CCN3CCOCC3)c3nc4ccccc4nc23)cc1,-8[fluorescence artefact?],-6,-8,14[fluorescence artefact?],1,3,-9,-12,-3
C=C(C=O)CC1CC(O)[C@]2(C)OC3CC4OC5C[C@]6(C)O[C@]7(C)CCC8OC9C[C@]%10(C)OC%11C(C)=CC(=O)OC%11CC%10OC9C[C@@H](C)C8OC7CC6O[C@]5(C)CC5OC5C4OC3CC2O1 (stereo not given in full),7,-1,9,1,-1,-7,-4,·,3
O=C1NC(=O)C(=Cc2cn(CCOc3ccc4c(c3)OCO4)c3ccccc23)C(=O)N1,31,7,12,-41,0,-8,-2,-12,-50
C=CCn1c(O)c(C(CC)=Nc2cc(OC)ccc2OC)c(=O)[nH]c1=O,4,5,11,2,-1,-4,-2,-1,9
COc1cc2c(cc1OC)C(c1c(O)n(CCc3ccccc3)c(=S)[nH]c1=O)NCC2 (stereo not given),1,8,10,-6,1,-4,1,-10,-17

# Screens (PubChem)
